High-throughput results: PubChem BioAssay, National Center for Advancing Translational Sciences (NCATS)
ATXN2 expr inh = inhibitors of ATXN2 expression; HEK-293 ATXN2-luciferase reporter, luminescence, 24 h; Potency, µM (doses to about 57 µM), without a hit: at the top dose activity change, negative = inhibition, actives largely listed as inhibitors; 360,000 tested, 0.72% active; AID 1745845; note: potency is the fitted concentration of half-maximal effect; % is set by controls: 0 for no effect and ±100 for the full control effect; nearly all actives have a fitted effect of over 55% in size
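qHTS (up to 57 uM final) was run with 24 h compound exposure of reporter cells at 37 °C. Each well was multiplexed: SteadyGlo luminescence measured ATXN2-luciferase expression after a fluorogenic Gly-Phe-AFC viability readout (25 uM final).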
Nrf2 block = Nrf2 pathway inhibition | A549 ARE-Fluc reporter, luciferase luminescence, 18-24 h | 360,000 tested, 2.1% active | Potency, µM (doses to about 46 µM), inactives show at the highest dose activity change, negative = inhibition, most hits filed as inhibitors | AID 504444; note: potency is the fitted concentration of half-maximal effect; % is set by controls: 0 for no effect and ±100 for the full control effect; nearly all actives have a fitted effect of over 60% in size
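Concentration-response testing used A549 ARE_Fluc cells at 5000 cells/well. Following an 18-24 h compound incubation, viability was read by fluorescence (Ex 405/Em 525) and luciferase output by luminescence.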
IL-1B inflam inh = inhibitors of inflammasome signaling (IL-1 beta secretion) | 360,000 tested, 4.7% active | THP-1 LPS/ATP IL-1B secretion, AlphaLISA, 16 h; stronger effect = lower value | activity change, % at 57.5 µM; in the data active = activity change below about -50%; inconclusive = mostly about -30% to -49%; note: % is set by controls: 0 for no effect and ±100 for the full control effect
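THP-1 cells pretreated 1 hr with compounds (up to 57.5 uM final), then stimulated with LPS (250 ng/mL final) plus ATP (1.25 mM final); secreted IL-1B measured by AlphaLISA after 16 hr, decreased signal indicating inhibition.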
MCF10A rerep = inducers of DNA re-replication in MCF 10A breast cells. AID 624296. MCF 10A DNA re-replication, Hoechst nuclear intensity, 48 h. Potency, µM (highest dose often 46.1 µM), without a hit: at the top dose activity, positive = re-replication, most hits filed as activators. 350,000 tested, 2.9% active; note: potency is the fitted concentration of half-maximal effect; % of control where 0% means no effect; nearly all actives have a fitted effect of over 50% in size
HepG2 tox = HepG2 cytotoxicity, counter-screen for TGF-b inhibitors. HepG2 CAGA-GFP viability, ATP luminescence, 18 h. Potency, µM (series often up to 46.1 µM), without a hit: at the top dose activity change, negative = cytotoxicity, usual class: cytotoxic. 410,000 tested, 0.76% active. AID 588856; note: potency is the fitted concentration of half-maximal effect; some results filed as inactive show a strong effect at the top dose
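HepG2 CAGA-GFP cells (1000/well, DMEM with 1% FBS) received compound, then TGF-beta at 500 pg/mL final, and were incubated 18 hours at 37 degrees C. Viability was read by CellTiter-Glo luminescence. Media-only wells were set as complete cell-killing and DMSO as no toxicity.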
TGFb SMAD3 inh = TGF-b pathway inhibition; HepG2 CAGA-GFP TGF-b/SMAD3 reporter, GFP fluorescence, 18 h; TGF-beta stimulated, 500 pg/mL final; Potency, µM (doses to about 46.1 µM), for the others: at the highest dose activity, negative = inhibition, hits mostly inhibitors; 410,000 tested, 1.2% active; note: potency is the fitted concentration of half-maximal effect; % is set by controls: 0 for no effect and ±100 for the full control effect; nearly all actives have a fitted effect of over 65% in size
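GFP signal (ex488/em500-530) from TGF-beta-stimulated HEPG2 CAGA-GFP cells, 500 pg/mL final, 18 h at 37 degrees C in DMEM plus 1% FBS, normalized to unstimulated and DMSO-stimulated controls.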
S2 tox = cell viability loss in ATXN counter-screen; S2 cells (HEK-293 line with an ATXN2-luciferase reporter) viability, CellTiter-Fluor protease fluorescence, 24 h; Potency, µM (series often up to 56.7 µM), most hits filed as cytotoxic; 400,000 tested, 0.49% active; AID 651635; note: potency is the fitted concentration of half-maximal effect; nearly all actives have a fitted effect of over 40% in size
A549 viability = kills or reduces viability of A549 cells in Nrf2 counter-screen; A549 ARE-Fluc cells, CellTiter-Fluor viability, 18-24 h; Potency, µM (highest dose often 46 µM), for the others: at the highest dose activity change, negative = cytotoxicity, hits mostly inhibitors; 390,000 tested, 0.16% active; AID 504648; note: potency is the fitted concentration of half-maximal effect; % is set by controls: 0 for no effect and ±100 for the full control effect
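Cytotoxicity counterscreen: CellTiter-Fluor fluorescence was measured in A549 ARE_Fluc cells after 18-24 h of compound exposure in a concentration series. The subsequent BugLite luminescent read reports ARE-luciferase activity.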
Nrf2 activator = activates Nrf2 signaling. AREc32 ARE-luciferase reporter (MCF7-derived line), luminescence, 24 h. Potency, µM (titrated, usually from 46.1 µM), for inactives: at the highest dose activation, hits mostly activators. 410,000 tested, 0.31% active. AID 624171; note: potency is the fitted concentration of half-maximal effect; % of control where 0% means no effect; nearly all actives have a fitted effect of over 65% in size
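Each well held 1000 AREc32 cells, which were incubated with compound for 24 hr at 37 deg C after overnight attachment, and ARE reporter activity was quantified by firefly luciferase luminescence.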
Active calls of the source: *; i = inactive; ? = inconclusive; . = not tested or not shown; [ ] = another dose, or the depositor's remark. Unless noted, calls come from the whole dose curve; as a rule, active = well fitted curve in the direction sought with a large enough effect; inconclusive = small, poorly fitted or top-dose-only effect, or another doubt; inactive = no such curve, though single readings can be large; an effect the other way counts as inactive or inconclusive.

1	CCCCC#Cc1cncc(C(=O)N/N=C/c2cccc(OC)c2)c1
2	CCc1noc(C)c1C(=O)Nc1nnc(C(CC)CC)s1
3	Cc1cccc(/C=C(\C#N)c2nc3ccccc3c(=O)[nH]2)c1
4	O=C(COC(=O)c1ccccc1[N+](=O)[O-])c1ccc2c(c1)OCO2
5	Nc1ccccc1C(=O)N1CCc2ccccc21
assay / entry	1	2	3	4	5
ATXN2 expr inh	-39%	-17%	5%	35%	7%
Nrf2 block	-5%	-12%	-5%	?	?
IL-1B inflam inh	1	31	.	7	19
MCF10A rerep	?	9%	.	-1%	-2%
HepG2 tox	-21%	-32%	-21%	5%	-1%
TGFb SMAD3 inh	-19%	1%	4%	6%	-16%
S2 tox	i	i	i	i	i
A549 viability	7%	-6%	5%	3%	-3%
Nrf2 activator	3.5%	-0.8%	-0.6%	3.2%	0.8%

6	Cc1onc(-c2ccccc2)c1C(=O)NNC(=S)NC(=O)c1ccc(Cl)cc1Cl
7	Cc1ccc(Cn2c(N/N=C/c3ccncc3)nc3c2c(=O)n(C)c(=O)n3C)cc1
8	Cc1cccc(NC(=S)N2CCN(S(=O)(=O)c3ccccc3)CC2)c1
9	CCCCC(=O)Nc1ccc(NC(=S)NC(=O)c2ccco2)cc1OC
10	O=C(NCc1nnc(SCC(=O)N2CCOCC2)o1)c1cccs1
assay / entry	6	7	8	9	10
ATXN2 expr inh	-17%	8%	0%	18%	-9%
Nrf2 block	?	?	-8%	?	7%
IL-1B inflam inh	40	23	8	-2	0
MCF10A rerep	?	-1%	-1%	9%	-6%
HepG2 tox	13µM*	-10%	-1%	8%	2%
TGFb SMAD3 inh	?	21%	0%	-7%	-1%
S2 tox	i	i	i	i	i
A549 viability	1%	1%	4%	-18%	2%
Nrf2 activator	-1.4%	0.6%	-0.5%	0.2%	-0.7%

11	CCCCn1c(N)c(N(CCC(C)C)C(=O)C2CC(=O)N(c3cccc(SC)c3)C2)c(=O)[nH]c1=O (stereo unspecified)
12	CCc1ccccc1NC(=O)NC(C)c1ccc2c(c1)OCO2 (stereo unspecified)
13	COc1ccccc1Nc1ncnc2scc(-c3ccc(F)cc3)c12
14	COc1ccc2[nH]c(C(=O)O)c(NS(=O)(=O)c3ccc(C)cc3C)c2c1
15	CCCOc1ccc(OCCN2CCCC(C)C2)cc1 (stereo unspecified)
assay / entry	11	12	13	14	15
ATXN2 expr inh	-4%	-19%	-2%	14%	3%
Nrf2 block	-3%	-21%	.	12%	7%
IL-1B inflam inh	-8	-6	.	0	14
MCF10A rerep	0%	-28%	.	0%	?
HepG2 tox	-5%	2%	-15%	2%	13%
TGFb SMAD3 inh	0%	4%	?	2%	-4%
S2 tox	i	i	i	i	i
A549 viability	-2%	7%	26%	9%	-1%
Nrf2 activator	-0.1%	-0.3%	-0.6%	0.1%	-0.2%

16	CCCc1ccc(Oc2c(-c3ccc(O)c(C)c3O)n[nH]c2C)cc1
17	CCOC(=O)c1ccc(N=Nc2c(C)c(C#N)c(O)[nH]c2=O)cc1
18	COc1ccc(CC(=O)OCc2nnc(C3COc4ccccc4O3)o2)cc1OC (stereo unspecified)
19	Cc1ccc2c(CC(=O)NCC(C)(C)N3CCOCC3)coc2c1
20	CCCn1c(Nc2ccccc2C)nc2ccccc21
assay / entry	16	17	18	19	20
ATXN2 expr inh	-15%	32%	2%	12%	45%[activator]
Nrf2 block	-22%	-8%	?	9%	?
IL-1B inflam inh	6	14	15	8	0
MCF10A rerep	?	0%	12%	15%	19%
HepG2 tox	-99%	12%	2%	-31%	4%
TGFb SMAD3 inh	?	22%	?	-18%	-13%
S2 tox	?	?	i	i	i
A549 viability	-3%	-9%	1%	2%	-8%
Nrf2 activator	2.8%	8.1%	0.1%	-0.8%	-0.2%

21	O=C(NCc1ccncc1)C1CCCCC1
22	CCOC(=O)C1CCCN(C(=O)c2ccc3c(c2)N(Cc2ccccc2F)C(=O)c2ccccc2S3=O)C1 (stereo unspecified)
23	CN(C)CCNc1ccc2ncn3c4ccc(O)cc4c(=O)c1c23
24	COC1C(C)=C(C)C(=O)N1Cc1ccccc1 (stereo unspecified)
25	Cc1oc(-c2ccccc2)nc1C(=O)OCC(=O)NC(C)c1ccccc1 (stereo unspecified)
assay / entry	21	22	23	24	25
ATXN2 expr inh	-6%	-13%	4µM*	.	0%
Nrf2 block	6%	-9%	?	-15%	6%
IL-1B inflam inh	18	.	-104*	20	0
MCF10A rerep	1%	.	?	2%	14%
HepG2 tox	-15%	-6%	1%	2%	9%
TGFb SMAD3 inh	-7%	?	?	1%	7%
S2 tox	i	i	i	i	i
A549 viability	1%	-10%	-15%	-3%	1%
Nrf2 activator	0.2%	0.2%	4.3%	-0.4%	-0.5%

26	CCCCNC(=O)N1CCC(CCC(=O)N(C)Cc2ccccc2)CC1
27	Cc1ccc(S(=O)(=O)N2CCCN(c3nccc(C(F)(F)F)n3)CC2)cc1
28	Cc1ccccc1N1C(=O)CN(Cc2sccc2C)C1=S
29	Cc1ccc(C(=O)NNC(=O)CSc2n[nH]c(-c3cccnc3)n2)cc1
30	CCOC(=O)c1[nH]c(C)c(C(=O)Nc2cc(OC)ccc2OC)c1C
assay / entry	26	27	28	29	30
ATXN2 expr inh	-6%	-12%	5%	9%	7%
Nrf2 block	0%	-7%	13%	-5%	.
IL-1B inflam inh	27	-10	22	9	76
MCF10A rerep	?	2%	10%	2%	0.63µM*
HepG2 tox	4%	-21%	7%	-17%	-3%
TGFb SMAD3 inh	6%	1%	2%	-4%	5%
S2 tox	i	i	i	i	i
A549 viability	-5%	6%	-2%	-3%	-13%
Nrf2 activator	0.3%	-0.7%	0.0%	2.0%	0.3%

31	COc1ccc(NC(=O)c2ccc(Br)o2)cc1
32	CSCC[C@H](N)C(=O)N1CCC(C(=O)N[C@@H](Cc2c[nH]c3ccccc23)C(=O)O)CC1
33	CCCc1cc(=O)oc2c(CN3CCOCC3)c(O)ccc12
34	COc1ccc(CC(=O)N2CC(=O)N(CCc3ccccc3)C(=O)C2)cc1
35	COc1ccc(-n2c(Cc3cccn3C)nnc2SCC(=O)Nc2nc(C)cs2)cc1
assay / entry	31	32	33	34	35
ATXN2 expr inh	51%[activator]	5%	-8%	3%	-11%
Nrf2 block	?	1%	19%	.	-13%
IL-1B inflam inh	-9	5	-8	38	-20
MCF10A rerep	-7%	-4%	0%	-35%[inhibitor]	3%
HepG2 tox	-26%	-24%	8%	2%	-13%
TGFb SMAD3 inh	?	7%	-3%	5%	1%
S2 tox	i	i	i	i	i
A549 viability	-4%	2%	-4%	3%	2%
Nrf2 activator	6.8%	0.7%	-0.7%	-0.6%	-0.5%

Copied from above, compounds 32–33
32	CSCC[C@H](N)C(=O)N1CCC(C(=O)N[C@@H](Cc2c[nH]c3ccccc23)C(=O)O)CC1
33	CCCc1cc(=O)oc2c(CN3CCOCC3)c(O)ccc12
assay / entry	32	33
ATXN2 expr inh	5%	-8%
Nrf2 block	1%	19%
IL-1B inflam inh	5	-8
MCF10A rerep	-4%	0%
HepG2 tox	-24%	8%
TGFb SMAD3 inh	7%	-3%
S2 tox	i	i
A549 viability	2%	-4%
Nrf2 activator	0.7%	-0.7%

More structures.
36	COc1ccc(C(C)=O)cc1COC(=O)CCC(=O)c1cccs1
37	CCCNC(=O)Cn1nc(-c2ccc(C)cc2)c2cnc3ccc(CC)cc3c21
38	Cc1ccc(C)c(S(=O)(=O)N2CCCC2CNC(=O)C(=O)NCc2cccs2)c1 (stereo unspecified)
39	Cc1cc(NC(=O)c2ccco2)c(=O)n(Cc2cccc(C(F)(F)F)c2)c1
40	C/C(=N\NC(=O)c1cc(C)oc1C)c1ccc2ccccc2c1
assay / entry	36	37	38	39	40
ATXN2 expr inh	.	6%	-9%	7%	17%
Nrf2 block	12%	18%	?	-6%	-12%
IL-1B inflam inh	34	.	7	10	-13
MCF10A rerep	-1%	.	22%	?	4%
HepG2 tox	-4%	-26%	-11%	-49%	-9%
TGFb SMAD3 inh	22%	-24%	-13%	8%	-14%
S2 tox	?	i	i	i	i
A549 viability	-3%	7%	17%	-7%	1%
Nrf2 activator	3.6%	2.9%	-0.8%	0.0%	3.0%

41	c1ccc(-c2nc(NCc3cccnc3)c3ccccc3n2)cc1
42	CC1=C/C(=N\NC(=O)c2ccccc2)CC1
43	CSCCC(NC(=O)OCc1ccccc1)NC(=O)OCc1ccccc1
44	O=C(CN1C(=O)C(=O)c2ccccc21)c1ccc(Cl)cc1
45	Cc1ccc(-n2nc3c(c2NC(=O)C2CC2)CS(=O)(=O)C3)cc1
assay / entry	41	42	43	44	45
ATXN2 expr inh	-17%	.	7%	.	1%
Nrf2 block	?	17%	.	3%	28%
IL-1B inflam inh	?	0	2	6	-16
MCF10A rerep	28%	4%	.	7%	1%
HepG2 tox	-33%	-15%	3%	-21%	-1%
TGFb SMAD3 inh	-6%	-22%	-11%	-27%	-2%
S2 tox	i	i	?	i	i
A549 viability	-14%	0%	.	1%	3%
Nrf2 activator	0.2%	4.8%	-0.4%	-0.1%	0.1%

46	Cc1ccccc1NC(=O)Cn1c(=O)n(CCC(=O)NCc2ccc3c(c2)OCO3)c(=O)c2sccc21
47	C=CCN=c1scc(-c2ccco2)n1/N=C/c1ccc(O)c(O)c1O
48	CCc1ccccc1Nc1cc(C(=O)NCc2ccccn2)c2ccccc2n1
49	COCC1CCCCN1C(=O)CCCn1nnnc1CN1CCC(C)CC1 (stereo unspecified)
assay / entry	46	47	48	49
ATXN2 expr inh	.	-3%	.	-1%
Nrf2 block	-5%	-3%	7%	1%
IL-1B inflam inh	.	-51*	-29	12
MCF10A rerep	.	26%	-2%	2%
HepG2 tox	14%	-30%	13%	23%
TGFb SMAD3 inh	0%	-32%	6%	8%
S2 tox	.	?	i	i
A549 viability	0%	-13%	1%	-8%
Nrf2 activator	0.8%	?	-0.3%	-0.8%
